# INS-1E GSIS act = GLuc luminescence reporter in INS-1E cells, primary screen for activators of glucose-dependent secretion of insulin | INS-1E GLuc reporter insulin secretion, 2-3 h | activation, % at 16.6 µM | 370,000 compounds, 0.61% hits;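 active = lowest replicate activation of at least 40%, so every replicate reaches that level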;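 also: 0% = median of neutral control wells and 100% = median of IBMX positive control wells; some compounds called inactive have numbers as strong as hits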
# F508del corr = F508del CFTR correction, initial screen, CFBE line, single point | CFBE cells, YFP halide quenching; stimulated with forskolin plus potentiator P3; % fluorescence drop versus neutral controls | activity (quench increase), % at 7.58 µM | 350,000 compounds, 0.36% hits;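 active = mean added fluorescence quench of at least 8% versus neutral control, with both replicates also reaching 8%; inconclusive = only one of the mean or replicate conditions met; inactive = mean below 8% and not both replicates reaching 8%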;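 also: cells transiently co-express mutant CFTR-F508del with the halide-sensitive YFP; corrector assay measuring rescue of mutant channel to the surface after 24 h compound exposure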
# DENV2 CPE rescue = inhibitors of DENV2 cytopathic effect, primary screen, cell-based, plate reader, single concentration; DENV2-infected cells, cytopathic effect rescue; CPE inhibition, % at 9.99 µM; 350,000 compounds, 1.7% hits; in the data active = CPE inhibition above about 20%, passing the limit was not always enough; inconclusive = no clear call, values can overlap the other calls; tested in BHK-21 cells;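 also: 0% = median of neutral control wells and 100% = median of positive control wells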
# Xi reactivation = activators of inactive X chromosome reactivation, primary screen, imaging, XiGFP fibroblasts, GFP high-content imaging, set 2. XiGFP mouse fibroblasts, % GFP-positive cells imaging, 3 d; cells co-treated with 5-aza-dC sensitizer; scaled so ellipticine positive control = 100%. activation, % at 7.58 µM. AID 743238, 2013. 360,000 compounds, 0.055% hits;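 active = mean normalized replicate activation at least 10% and every replicate at or above 10%; inconclusive = only one of the two criteria met; inactive = mean below 10% and not all replicates reach 10%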;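 also: 0% = median of on-plate neutral control wells and 100% = ellipticine 6 µM median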
#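 material = 68-5-11 XiGFP fibroblast line | medium = DMEM plus 5-aza-dC sensitizer | schedule = 3 days compound exposure | benchmarks = positive control ellipticine, 6 µM final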
# EWS-Fli block = EWS/Fli-driven NR0B1 reporter inhibitors, primary screen, A673 cells, NR0B1 luciferase, luminescence, MLPCN library; viability-normalised; inhibition, % at 12.6 µM; 350,000 compounds, 0.67% hits; AID 651661, 2012;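 active = mean inhibition of at least 50% after viability correction, with every replicate also passing that limit; inconclusive = mean reaches 50% but only one of two replicates passes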;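 also: firefly luciferase signal divided by Alamar Blue viability fluorescence both relative to DMSO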
# ERp5 block = inhibitors of ERp5-driven insulin aggregation, primary screen, biochemical, turbidity, absorbance 650 nm, single point; 90 min; 350,000 compounds, 0.05% hits; Protein disulfide-isomerase A6 (Homo sapiens), Q15084; AID 651711, 2012; inhibition, % at 9.99 µM;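 active = mean replicate inhibition above about 25%, with every replicate also reaching it, limit read from the data, passing the limit was not always enough; inconclusive = only one of those two criteria met; inactive = neither criterion met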
# Target sequence (Q15084 whole entry, looked up): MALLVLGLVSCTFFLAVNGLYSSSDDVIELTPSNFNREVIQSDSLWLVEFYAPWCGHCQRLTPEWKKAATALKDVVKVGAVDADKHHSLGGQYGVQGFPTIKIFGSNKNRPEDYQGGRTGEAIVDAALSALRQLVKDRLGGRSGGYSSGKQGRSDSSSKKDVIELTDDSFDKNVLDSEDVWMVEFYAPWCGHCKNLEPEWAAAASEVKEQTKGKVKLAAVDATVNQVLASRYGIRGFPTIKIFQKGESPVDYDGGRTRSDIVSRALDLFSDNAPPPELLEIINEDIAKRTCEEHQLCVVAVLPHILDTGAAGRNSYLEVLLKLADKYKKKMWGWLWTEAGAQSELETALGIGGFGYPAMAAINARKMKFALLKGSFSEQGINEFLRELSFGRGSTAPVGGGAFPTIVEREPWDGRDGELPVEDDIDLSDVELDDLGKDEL
# ARNT-TACC3 inh = disruptors of ARNT/TACC3 protein interaction, primary screen, biochemical, AlphaScreen, single concentration; inhibition, % at 9.99 µM; 390,000 compounds, 0.66% hits; AID 623870, 2012; Transforming acidic coiled-coil-containing protein 3 (Homo sapiens), Q9Y6A5; AlphaScreen His-ARNT PAS-B/GST-TACC3 binding, luminescence; TACC3 fragment carries E629A point mutation;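 active = mean inhibition of replicates at least 50% and at least half of replicates each reaching 50%; inconclusive = half or more replicates reach 50% but mean below 50%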;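 also: 0% = complete ARNT plus TACC3 wells and 100% = ARNT alone without TACC3; many hits fall short of the cut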
# PAX8 reporter = inhibitors of PAX8-driven TPO luciferase reporter, primary screen, RMG-I cells, single concentration; inhibition, % at 12.6 µM; AID 652154, 2013; SteadyGlo, 24 h; 360,000 compounds, 1.2% hits;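 active = mean replicate inhibition at least 60% with every replicate also reaching 60%; inconclusive = only one of the two criteria is met; inactive = mean below 60% and not all replicates reaching 60%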;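 also: luciferase light reporting Pax8 driven TPO promoter activity; plate controls were median of neutral control wells for no effect and mitoxantrone controls for full effect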
# * marks the source's active call; other numbers are inactive results; ? = inconclusive; . = not tested or not shown; & = joins results of further samples.
no.	SMILES	INS-1E GSIS act	F508del corr	DENV2 CPE rescue	Xi reactivation	EWS-Fli block	ERp5 block	ARNT-TACC3 inh	PAX8 reporter
1	CC1(C)CN(C(Cc2ccccc2)C(N)=O)C1=O (stereo not drawn)	-6.3	-0.2	2.5	-0.1	1.8	0.9	-6.0	-7.8
2	COc1cc2nc(NC(=O)c3ccccc3)sc(=O)c2cc1OC	11.2	0.4	-4.8	0.0	8.6	-4.4	-13.2	15.7
3	Fc1ccc(Oc2nnnn2-c2ccccc2)cc1	12.8	-1.6	1.9	-0.3	-3.8	3.2	-30.4	-1.3
4	CC(C)CC#Cc1ccc([C@H]2[C@H]3CN(C(=O)c4ccccn4)CC(=O)N3[C@H]2CO)cc1	-12.4	-0.6	-3.7	0.0	0.9	-0.6	.	.
5	COc1cc(/C=C2\SC(=S)N(CCC(=O)Nc3cccc(O)c3)C2=O)cc(OC)c1OC	-24.3	-0.9	-4.9	0.0	8.2	3.8	2.3	-5.8
6	O=C(C[C@@H]1CC[C@H]2NC[C@@H](O)COC[C@@H]2O1)NCc1ccc(Oc2ccccc2)cc1	13.1	1.0	0.1	0.1	-4.0	-4.2	3.4	-3.5
7	C[C@@H]1CCCCO[C@H](CN(C)S(=O)(=O)c2cn(C)cn2)[C@@H](C)CN([C@@H](C)CO)C(=O)c2cc(NC(=O)NC3CCCCC3)ccc2O1	4.8	-0.9	10.0	-0.1	-6.3	3.2	-5.6	1.9
8	COc1ccc(CCN2CC(C(=O)NCc3nc(C)c(C)s3)CCC2=O)cc1 (stereo not drawn)	1.1	-0.1	-2.4	0.0	.	-0.2	0.4	1.8
9	O=C(NCc1ccccn1)NC1CCCCC1	-6.9	.	.	0.2	.	.	2.0	-27.9
10	COc1ccccc1NC(=O)N[C@H]1CC[C@H](CCn2cc(C3(O)CCCC3)nn2)O[C@@H]1CO	-13.4	2.7	-5.2	-0.3	-2.7	-2.3	-2.8	-5.1
11	CCNc1c(NS(=O)(=O)c2ccc(C3CCCCC3)cc2)c(=O)oc2ccccc12	20.8	1.2	3.6	0.0	18.1	1.0	-0.8	-4.3
12	COC(=O)c1ccc(CN2CCC(n3nccc3NC(=O)C3CCCC3)CC2)cc1	-13.3	-0.4	-0.8	0.3	7.3	5.3	-0.1	-0.4
13	Cc1ccc(-c2ccc(C3[C@H]4CNC[C@@H]3N4S(=O)(=O)c3ccccc3)cc2)cc1 (stereo partly drawn)	-11.3&-17.3	-1.5&-0.4	-10.4&-10.1	0.2&0.2	.	5.4&2.4	.	.
14	CC(=O)N(C)C[C@H]1Oc2cc(C#Cc3ccccc3F)ccc2S(=O)(=O)N([C@H](C)CO)C[C@H]1C	-1.2	-2.2	14.3	0.0	7.6	-1.4	0.2	.
15	CCCNC(=O)N1[C@H](CO)[C@H](c2ccc(C#Cc3cccc(F)c3)cc2)[C@@H]1C#N	-7.9	1.4	19.2	-0.1	-0.8	-2.4	.	.
16	O=C(c1noc2c1CCCC2)N1CCN(Cc2ccccc2)CC1	-10.3	0.3	-4.9	.	-7.9	1.8	-0.6	.
17	COc1cccc(N(CC(=O)NC2CCCC2)C(=O)Cn2nnc(-c3ccc(C)o3)n2)c1	6.7	0.3	3.4	0.0	-0.8	1.3	.	7.9
18	Cc1cccc(C)c1NC(=O)COn1nnc2ccc(C(F)(F)F)cc21	2.8	3.9	.	0.0	-14.7	5.3	-20.3	-1.8
19	CC(C)(C)OC(=O)C[C@H]1C/C=C\C[C@H](CC(=O)NCCO)C(=O)NCCOC1=O	7.6	1.0	-11.6	-0.3	0.5	0.0	-2.9	-23.0
20	COc1ccc(C)cc1Nc1n[n+](-c2ccccc2)c(-c2ccc(SC)cc2)s1	4.4	1.4	?	0.0	-68.6	1.5	1.4	-40.3
21	Cc1ccc(-c2ccc([C@H]3[C@@H](CO)N4C(=O)CN(S(=O)(=O)c5cccc(F)c5)C[C@@H]34)cc2)cc1	-8.4	-1.2	-3.3	0.0	-6.2	0.1	.	-14.2
22	COc1ccccc1CNC(=O)COC(=O)[C@H](Cc1c[nH]c2ccccc12)NC(=O)c1cccs1	-17.5	.	.	0.0	.	.	-3.0	17.2
23	CCN(C(=O)COC(=O)c1[nH]c(=O)[nH]c(=O)c1N)c1ccccc1	-3.5	0.0	-4.7	-0.1	0.8	0.5	5.9	11.1
24	C[C@H]1CN([C@@H](C)CO)C(=O)c2cc(-c3ccc(C#N)cc3)cnc2O[C@@H]1CN(C)C(=O)CC1CC1	28.1	-2.2	-5.7	0.0	-1.1	7.7	-7.1	.
25	COc1ccc(/C=C2/Sc3ccc(C(=O)NCCCN4CCOCC4)cc3NC2=O)cc1OC	12.8	2.0	-4.5	0.0	.	0.0	4.0	25.2
26	CCCCn1c(N)c(N(CCOC)C(=O)c2ccc(COc3ccccc3)o2)c(=O)[nH]c1=O	10.5	-3.7	-5.8	0.3	-2.0	6.5	-3.6	-1.5
27	O=C(O/N=C1/CCCc2occc21)c1ccc(Cl)cc1Cl	1.3	1.7	-2.5	0.2	1.2	5.0	-3.0	-37.5
28	COc1ccc(CN(Cc2ccc(OC)cc2)C(=O)c2cccs2)cc1	17.1	1.1	-3.7	0.2	0.7	0.4	.	-0.6
29	Cc1ccc(S(=O)(=O)N[C@@H]2CC[C@H](CCNC(=O)C3CCOCC3)O[C@H]2CO)cc1	-2.0	-0.9	-6.2	0.0	4.0	-0.3	-5.0	-8.4
30	N#Cc1sc2nc3c(cc2c1N)CCCC3	15.7	.	.	0.3	.	.	-2.8	-115.4
31	COc1ccccc1Nc1nc(Cl)nc(Nc2ccccc2OC)n1	4.9	4.0	10.7	0.2	4.3	-3.0	1.1	33.4
32	Cc1onc(-c2c(Cl)cccc2Cl)c1C(=O)OCC(=O)c1ccccc1	0.5	-0.2	-1.8	0.0	-10.5	6.7	-3.4	0.2
33	CSc1ccc(S(=O)(=O)N2CCC(C(=O)NCCc3ccccc3)CC2)cc1	36.9	-1.2	9.0	0.0	6.3	0.8	-1.7	26.8
34	CC1=C(C#N)C(NC(=O)c2cccc(Cl)c2)(C(F)(F)F)C(=O)N1 (stereo not drawn)	-0.5	.	.	0.0	.	.	5.3	23.1
35	C[C@@H]1CN([C@@H](C)CO)C(=O)c2cccc(NC(=O)NC3CCCCC3)c2O[C@@H]1CN(C)Cc1ccc(C(=O)O)cc1	13.7	2.8	8.3	0.1	.	-3.8	-8.5	-10.8
36	CCOc1ccc(NC(=O)c2cccc3c2C(=O)N(CC2CCCO2)C3)cc1 (stereo not drawn)	.	-1.0	-7.1	0.0	-34.5	-0.7	-3.5	-17.2
37	COc1cc(C(=O)NC(C)C2CC3CCC2C3)ccc1OC(F)F (stereo not drawn)	-28.8	-2.6	-0.4	-0.2	-8.5	-6.4	-2.6	3.2
38	CN(C)CC(=O)N1C[C@@H]2N[C@H](C1)C2c1ccc(-c2ccccc2F)cc1 (stereo partly drawn)	7.8&17.4	-4.6&1.9	?	0.0&0.0	-17.3&7.6	.	.	-15.5&15.0
39	COc1ccc([C@@H]2[C@@H]3C(=O)N(C(C)(C)C)C(=O)[C@@H]3[C@]3(Cc4ccccc4)C(=O)N(c4cccc(Br)c4)C(=O)N23)cc1	.	1.4	-7.9	0.4	-6.1	-2.0	-15.7	-6.6
40	O=C(C[n+]1cccc(CNC(=O)c2ccc(OC(F)F)cc2)c1)Nc1ccc(SC(F)F)cc1	4.9	.	.	0.6	.	.	7.5	67.2*
41	COC(=O)c1sc2ccccc2c1NC(=O)c1ccc(S(=O)(=O)N2CCCC(C)C2)cc1 (stereo not drawn)	-25.8	.	.	-0.2	.	.	-8.1	15.7
42	Cn1ccnc1C(=O)C1CCCN(Cc2cn[nH]c2-c2ccc(-c3ccccc3)cc2)C1 (stereo not drawn)	-5.6	0.7	.	0.1	-32.4	8.6	10.4	5.6
43	CC1(C(=O)NNC(=O)c2cccc([N+](=O)[O-])c2)CC1(Br)Br (stereo not drawn)	-4.3	0.3	-6.6	0.0	.	-2.4	.	2.8
44	COc1ccccc1Nc1ncccc1[N+](=O)[O-]	2.9	0.5	13.0	0.2	-10.9	0.8	0.4	-1.4
45	Cc1noc(C)c1NC(=O)N(C)C[C@@H]1OCCCC[C@@H](C)Oc2ccc(NS(=O)(=O)c3ccccc3)cc2C(=O)N([C@@H](C)CO)C[C@H]1C	-1.2	0.8	1.1	-0.1	-12.2	4.5	1.9	-24.3
46	N#Cc1ccc(OCCCN2CCC(C(O)(C3=CCCC3)c3ccccc3)CC2)cc1 (stereo not drawn)	.	1.5	-2.0	0.0	0.3	2.0	.	-5.0
47	Cc1ccc(C(=O)CSc2cc(C)[nH]c(=O)n2)cc1	144.0	0.6	?	0.1	-21.5	-5.6	-1.2	-80.6
48	Cc1ccc(CNCC(=O)Nc2ccc(N3CCOCC3)cc2)cc1	3.6	-0.5	15.1	-0.1	-7.0	6.2	6.3	6.8
49	CCCC1=NN(C(=O)Cc2ccc(OC)c(OC)c2)C(O)(C(F)(F)F)C1 (stereo not drawn)	8.6	0.0	5.3	0.0	5.1	0.4	-6.0	22.4
50	CC(=O)N1CCN(c2ccc(N3CCN(Cc4ccccc4)[C@H](C)C3)c(C)c2)[C@@H](C)C1	.	0.0	-8.1	0.0	5.1	3.9	.	12.6
51	CCOC(=O)C(Cc1nc(OCc2ccccc2)cc(OCc2ccccc2)n1)=NO	-21.0	1.3	8.1	0.0	22.1	0.0	-13.5	18.0
52	COc1ccc(C(=O)N/N=C/c2ccc(OC)c(OS(=O)(=O)c3ccccc3)c2)cc1	-4.6	.	-0.9	0.1	3.1	0.9	.	27.2
53	CCCN(CC(=O)Nc1ccc(F)c(F)c1F)C(=O)Cc1ccc(OC)c(S(=O)(=O)N2CCOCC2)c1	-5.2	-3.8	-4.9	-0.1	1.8	-2.0	.	5.5
54	C[C@@H]1CN([C@H](C)CO)C(=O)c2cccc(NC(=O)Nc3ccccc3)c2O[C@H]1CN(C)C(=O)Nc1ccc(C(F)(F)F)cc1	-11.8	1.1	-4.4	-0.1	-5.2	-2.3	-0.8	.
55	CCCCc1cc(=O)oc2cc(C)cc(OCC(=O)Nc3ccccn3)c12	7.8	0.2	1.4	0.1	.	-2.8	15.3	-141.8
56	CCN(CC)C(=O)c1c(-c2ccccc2)oc2ccc(O)cc12	2.9	0.0	1.0	0.0	8.1	1.7	-1.6	7.5
57	Cc1ccccc1-c1ccc([C@@H]2[C@@H](CO)N3CCCCN(C(=O)NC4CCCC4)C[C@H]23)cc1	-22.4	1.7	-13.0	0.0	20.9	8.0	-8.4	82.0*
58	COc1ccc2c3c(n(C)c2c1)[C@@H](CO)N(C(=O)Cc1ccccn1)CC31CN(C)C1	2.4	0.0	-6.6	0.2	-7.7	7.9	.	-25.5
